Apaf-1 inh – blocks human Apaf-1 apoptosome activity; O14727; reconstituted apoptosome caspase-3 activity, DEVD-Rh110 fluorescence; inhibition, % at 20 µM; actives 0.71% (n = 330,000); AID 489030; active = inhibition of at least 40% at 20 µM;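 note: plate controls were DMSO wells for no effect and DEVD-CHO caspase inhibitor wells for full effect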
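Material: reconstituted apoptosome with Apaf-1, cytochrome c, caspase-9, procaspase-3, dATP; medium: pH 7.5 Hepes buffer with CHAPS, BSA, DTT; also added: cytochrome c and DEVD-Rh110 substrate; timing: 30 min plus 50 min, RT; signal: Rh110 fluorescence intensity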
ATG4B inh – blocks human ATG4B protease cleavage of LC3 substrate; Q9Y4P1; ATG4B cleavage of LC3-PLA2, NBD-HPC fluorescence, 1 h; inhibition, % at 8.33 µM; actives 0.51% (n = 340,000); AID 504462; in the data active = inhibition above about 40%
Target sequence (Q9Y4P1 whole entry, looked up): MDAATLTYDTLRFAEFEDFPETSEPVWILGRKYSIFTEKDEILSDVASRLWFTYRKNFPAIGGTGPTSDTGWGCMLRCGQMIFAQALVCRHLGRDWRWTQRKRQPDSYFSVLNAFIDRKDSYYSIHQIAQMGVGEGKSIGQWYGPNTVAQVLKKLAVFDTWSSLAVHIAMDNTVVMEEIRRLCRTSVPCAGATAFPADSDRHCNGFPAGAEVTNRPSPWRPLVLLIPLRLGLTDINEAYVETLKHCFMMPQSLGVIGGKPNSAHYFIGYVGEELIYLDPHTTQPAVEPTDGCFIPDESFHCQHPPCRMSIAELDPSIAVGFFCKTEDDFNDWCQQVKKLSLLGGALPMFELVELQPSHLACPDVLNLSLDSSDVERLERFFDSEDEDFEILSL
mIAP activ – mouse IAP activation | muIAP, CDP-Star luminescence, 30 min; stronger effect = higher value; 1 = vehicle-only enzyme signal, 0 = enzyme-free wells | activation factor at 10 µM | actives 0.24% (n = 330,000);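 active = activation factor of at least 2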; note: the source names both 10 and 20 µM as test concentration; values of inactives mirror those of a sister screen read the other way
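Assay system: mouse IAP enzyme; Reagent: CDP-Star chemiluminescent phosphatase substrate; Compound: DMSO-dissolved test compounds; Incubation: 30 min, room temperature; Technique: luminescence from enzymatic CDP-Star hydrolysis; Controls: DMSO-only wells and no-enzyme negative control.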
hIAP act – human IAP activation | P09923 | purified human IAP, CDP-Star luminescence, 30 min; stronger effect = higher value; 1 = vehicle-only enzyme, 0 = enzyme-free background | activation factor at 10 µM | actives 0.16% (n = 330,000) | AID 2524;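 active = activation factor of the enzyme at least 2-fold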; note: the source names both 10 and 20 µM as test concentration; values of inactives mirror those of a sister screen read the other way
Target sequence (P09923 whole entry, looked up): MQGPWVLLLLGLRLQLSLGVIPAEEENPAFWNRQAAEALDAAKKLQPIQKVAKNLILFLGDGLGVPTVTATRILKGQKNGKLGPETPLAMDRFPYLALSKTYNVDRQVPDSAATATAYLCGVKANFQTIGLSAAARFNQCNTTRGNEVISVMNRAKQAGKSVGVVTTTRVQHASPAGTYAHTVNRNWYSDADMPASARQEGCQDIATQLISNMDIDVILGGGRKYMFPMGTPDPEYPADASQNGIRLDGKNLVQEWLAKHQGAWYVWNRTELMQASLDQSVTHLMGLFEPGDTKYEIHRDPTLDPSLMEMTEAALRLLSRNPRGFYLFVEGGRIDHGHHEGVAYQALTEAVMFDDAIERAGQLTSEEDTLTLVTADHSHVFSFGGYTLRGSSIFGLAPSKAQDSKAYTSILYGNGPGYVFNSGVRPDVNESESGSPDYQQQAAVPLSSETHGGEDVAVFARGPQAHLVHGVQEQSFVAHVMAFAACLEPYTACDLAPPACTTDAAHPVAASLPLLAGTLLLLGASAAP
NLRP3 yeast inh – NALP3 inhibition in yeast; Yeast reconstituted NLRP3/ASC/caspase-1, beta-gal luminescence, 24 h; inhibition, % at 10 µM; actives 0.39% (n = 330,000); AID 2825;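 active = inhibition of 50% or more; inactive = inhibition below 50%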;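 note: plate controls were induced DMSO wells for no effect and uninduced yeast grown without galactose for full effect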
hIAP inh – blocks human intestinal alkaline phosphatase. P09923. purified IAP, CDP-Star luminescence, 30 min. inhibition, % at 10 µM. actives 0.12% (n = 330,000);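 active = inhibition reaching a set limit with compound at 10 µM in the primary screen, cut at about 35% in these data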;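 note: plate controls were DMSO wells with enzyme for no effect and no-enzyme buffer wells for full effect; values of inactives mirror those of a sister screen read the other way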
tim10-1 inh – growth inhibitors of tim10-1 mutant yeast | inhibition, % at 20 µM | S. cerevisiae tim10-1 ts strain growth, BacTiter-Glo, 24 h | actives 2.2% (n = 330,000) | AID 463190;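 active = inhibition of at least 40%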;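 note: mutant grown at 25 °C; 0% = DMSO wells with yeast and 100% = wells holding no yeast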
mIAP block – mouse IAP inhibition; purified mouse IAP, CDP-Star luminescence, 30 min; inhibition, % at 10 µM; actives 0.2% (n = 330,000);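 active = inhibition of at least 40% at 10 µM in the primary screen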;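 note: plate controls were DMSO with enzyme for no effect and no enzyme wells for full effect; values of inactives mirror those of a sister screen read the other way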
TIM10 inh – TIM10 yeast growth inhibition; S. cerevisiae TIM10 strain growth, BacTiter-Glo luminescence, 24 h; actives 1.4% (n = 330,000); AID 463195; inhibition, % at 10 µM;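 active = inhibition of 40% or more at the single tested concentration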;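 note: wild-type TIM10 isogenic control strain grown at permissive 25 °C; 0% = DMSO yeast wells and 100% = minimal medium wells without yeast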
The depositor's hits bear a star; nt = not tested or not shown.

SMILES	Apaf-1 inh	ATG4B inh	mIAP activ	hIAP act	NLRP3 yeast inh	hIAP inh	tim10-1 inh	mIAP block	TIM10 inh
CCN(CC)CCNC(=O)c1cc2cc(Br)ccc2s1	-4	-3	0.9	0.86	-8	14	8	10	-10
Cc1cc(C(=O)COC(=O)c2cccc(S(=O)(=O)N(C)C)c2)c(C)n1CC1CCCO1 (centres undefined)	5	-6	0.98	0.97	22	3	20	2	9
Cc1ccccc1N1CCN(C2CCCN(C(=O)c3ocnc3C)C2)CC1 (centres undefined)	-2	4	1	1	25	-2	-15	0	0
CCOCCc1c(O)nc(SC)[nH]c1=O	0	-4	1.1	1	9	-1	0	-6	-5
CC12CC3(C)CC(C)(C1)CC(C(=O)NCCc1ccc(S(N)(=O)=O)cc1)(C2)C3	27	-4	1	1	17	-4	18	-4	9
CCCN(CC1CC1)C(=O)CCc1nnc(C(OC)c2ccccc2)o1 (centres undefined)	3	11	0.99	1.1	4	-8	18	1	1
Cc1cccc(NC(=O)c2cc(Cl)sc2Cl)c1C	-2	2	1.1	0.93	16	7	6	-8	-1
COC(=O)c1ccc(COC(=O)c2ccc(SC)cc2OC)cc1	20	-14	0.96	0.73	6	27	22	4	25
CCNS(=O)(=O)c1ccc(NC(=O)Nc2ccccc2OC)cc1	-8	-14	1	0.97	6	2	12	-4	12
CCCCOc1ccccc1NC(=O)CC1Nc2ccccc2NC1=O (centres undefined)	-7	21	0.95	0.93	20	7	27	5	22
COc1ccc(-c2nnn(-c3cc(Cl)cc(Cl)c3)c2N)cc1	6	1	0.88	0.98	18	2	2	12	9
S=c1[nH]nc(COc2ccccc2)n1/N=C/c1c(Cl)cccc1Cl	8	2	0.96	0.97	12	3	7	4	7
COCCNC(=O)c1ccccc1NC(=O)c1cccc([N+](=O)[O-])c1C	-15	-5	0.92	1	21	-1	-13	8	2
O=C(CSc1nc2ncccc2[nH]1)NC1CCCC1	-2	-1	0.92	0.95	3	5	6	8	-6
Cc1ccc2c(c1)CC1(CN2C)C(=O)OC(C)(C)OC1=O	-8	-7	1	0.95	-10	5	4	-3	-6
Cc1ccc(CC2CC(=O)N(c3ccc(Cl)cn3)C2=O)cc1 (centres undefined)	-3	11	0.94	0.99	8	1	-3	6	4
COc1ccccc1N(CC(=O)Nc1ccccc1C(=O)N1CCCC1)S(C)(=O)=O	2	0	0.99	0.95	9	5	-25	1	9
O=C(COc1ccc(Br)cc1Br)NN1C(=O)c2ccccc2C1=O	-2	4	0.9	0.99	3	1	17	10	29
NC1=NC(c2ccccc2)N=C(Nc2ccccc2)N1 (centres undefined)	-5	nt	1	1.3	10	-30	17	-4	-2
Cc1ccnc(NS(=O)(=O)c2ccc3ccccc3c2)n1	1	7	0.94	1.3	9	-30	-20	6	-4
CC(=O)c1cccc(NS(=O)(=O)c2ccc(NC(=O)N3CCCCC3)cc2)c1	4	-4	1	1.1	3	-11	-6	0	9
O=C(Nc1ccn(Cc2c(F)c(F)cc(F)c2F)n1)c1ccc(COc2ccc(Cl)cc2Cl)o1	-2	13	0.85	1	-14	-2	31	15	28
CC(=O)c1cccc(NC(=O)C2CCCN(S(=O)(=O)c3ccccc3)C2)c1 (centres undefined)	0	-18	1.1	1.1	9	-7	-4	-7	7
COc1cc(CN(C(=S)NCC(=O)NC2CCCC2)C2CCCC2)cc(OC)c1OC	4	-5	1	1.1	3	-7	10	-2	7
O=C(CN(Cc1ccccc1)S(=O)(=O)c1ccc(Br)cc1)NCC1CCCO1 (centres undefined)	8	-2	1	0.95	12	5	26	0	18
CN(Cc1cn(C)c2ccccc12)C(=S)Nc1cc(F)cc(F)c1	5	-5	1.1	1.1	5	-9	26	-9	7
Cc1cc(/C=N\NC(=O)COc2cccc3cccnc23)c(C)n1-c1ccc(Br)cc1	16	8	1.1	1	7	-4	35	-11	24
CCOC(=O)N1CCN(C(=O)COc2cc(=O)n(CC)c3ccccc23)CC1	8	-12	1	1.2	12	-18	3	-3	5
COc1ccc(OCC(=O)Nc2ccc(NC(=O)c3ccco3)c(C)c2)cc1	8	-3	1	0.95	24	5	-12	-1	-14
CCC1CCCCN1CC(=O)Nc1cc(C)nn1-c1nc(C)cc(C)n1 (centres undefined)	-7	-9	0.94	1.1	12	-10	27	6	40
Cc1cccc(N2CCN(C(=O)CCNC(=O)Cn3ccc4ccccc4c3=O)CC2)c1C	10	-5	0.97	0.85	18	15	12	3	19
O=C(CSc1nnnn1-c1cccc2ccccc12)Nc1ccc(N2CCOCC2)c(Cl)c1	9	-5	1	0.95	4	5	12	-4	3
N#Cc1ccc(OCC(=O)OCCCOC(=O)COc2ccc(C#N)cc2)cc1	8	4	1.1	0.98	12	2	23	-7	5
CC(NC(=O)CNC(=O)Cc1cccc2ccccc12)c1ccc(S(N)(=O)=O)cc1 (centres undefined)	10	-10	0.99	0.79	3	21	7	1	11
CCN1C(=O)CC(N2CCN(c3ccc(C(=O)c4ccncc4)cc3)CC2)C1=O (centres undefined)	-8	-6	0.99	0.83	3	17	10	1	10
CCCC(CCC)C(=O)Nc1ccc2c(c1)N(C(=O)CCN1CCN(C)CC1)c1ccccc1CC2	23	-13	1.2	1.3	22	-30	6	-21	-10
CC1(C)CC(=O)C2=C(C1)OC(c1ccncc1)C(C#N)=C2N (centres undefined)	3	-1	0.99	0.95	-15	5	10	1	8
Cc1cccc(C)c1NC(=O)CSc1nnc(NC(=O)CN2CCOCC2)s1	-7	5	0.66	1	7	-2	18	34	-11
CCOC(=O)C1=C(C)N=C2SC(C)C(=O)N2C1c1ccc(OCC)c(OCC)c1 (centres undefined)	2	-8	0.94	1.1	-1	-11	19	6	16
O=C(COc1ccc2ccccc2c1)Nc1cccc2cccnc12	7	-1	0.98	1	28	-2	11	2	22
CCCCn1c(=O)nc2n(-c3ccc(C)cc3)c3ccccc3cc-2c1=O	-1	-2	0.93	0.94	13	6	7	7	4
O=C(O)c1cccc(S(=O)(=O)N2CCCC(c3nc4c(nnn4Cc4ccc(F)cc4)c(=O)[nH]3)C2)c1 (centres undefined)	0	-6	0.98	1	13	-3	27	2	0
Cc1ccc(N=Cc2c(O)ccc3ccccc23)cc1F	16	16	1.1	1.2	16	-18	23	-9	23
O=C(O)c1ccccc1-c1ccc(/C=C/c2cc(C(F)(F)F)[nH]c(=O)n2)o1	13	-20	0.84	0.96	14	4	22	16	11
O=S(=O)(O)c1cc(O)ccc1O	15	-7	0.74	1.2	4	-23	5	26	7

Sorted by value in ATG4B inh (descending): 4 of the compounds above.
mol,ATG4B inh
Cc1ccc(N=Cc2c(O)ccc3ccccc23)cc1F,16
N#Cc1ccc(OCC(=O)OCCCOC(=O)COc2ccc(C#N)cc2)cc1,4
O=C(CSc1nnnn1-c1cccc2ccccc12)Nc1ccc(N2CCOCC2)c(Cl)c1,-5
CCN1C(=O)CC(N2CCN(c3ccc(C(=O)c4ccncc4)cc3)CC2)C1=O (centres undefined),-6

Next part:
SMILES	Apaf-1 inh	ATG4B inh	mIAP activ	hIAP act	NLRP3 yeast inh	hIAP inh	tim10-1 inh	mIAP block	TIM10 inh
O=C(CCc1nnc(CCCc2ccccc2)o1)NCCCC1CCCC1	11	-4	1.1	1.2	24	-16	21	-6	16
COc1ccc(CC(=O)Nc2ccc(-c3cn4ccccc4n3)cc2)cc1OC	11	-4	1.1	1.1	6	-6	4	-9	0
CCCN(C(=O)C1CCCN(c2ncnc3c2nc2n3CCCCC2)C1)c1ccc(F)cc1 (centres undefined)	19	-3	0.98	1	9	-4	35	2	11
Cc1cccc(OC(C)C(=O)Nc2cc(Cl)ccc2-n2cncn2)c1 (centres undefined)	10	-3	1.1	0.83	18	16	9	-7	6
CN(C(=O)c1ccccn1)C1(C(=O)NC2CCCCC2)CCCCC1	5	-19	1	1.1	9	-7	21	-1	-4
O=C(/C=C/NNC(=O)c1cccc(Br)c1)c1ccccc1	7	8	0.9	1	18	-2	22	10	15
N#C/C(=C(/O)CSc1ncn[nH]1)c1nc2ccccc2[nH]1	0	0	0.76	1.6	10	-63	-25	24	11
Cc1cc(C(F)(F)F)n2nc(C)c(-c3ccc(Cl)cc3)c2n1	7	-2	0.9	1.2	13	-24	14	10	-22
C/C(Cc1ccccc1)=N\NC(=O)CNC(=O)Cc1ccc(Cl)cc1	-18	-10	0.96	0.97	20	3	-13	4	-5
CCc1ccc(C2C(C#N)=C(N)N(N(C)C)C3=C2C(=O)CCC3)s1 (centres undefined)	10	-1	0.82	0.98	11	2	16	18	13
CNC(=O)NC(=O)C(NC1CCCc2ccccc21)c1ccccc1 (centres undefined)	12	-4	1	1.1	4	-5	18	-3	5
O=C(CCc1ccccc1)NCc1ccc2c(c1)OCO2	-7	8	0.98	0.85	20	14	-8	2	-13
O=C(c1ccco1)N1CCN(Cc2cc(=O)c(OCc3ccc(F)cc3)co2)CC1	8	-8	0.9	0.89	1	11	-5	10	1
CC(C)CNC(=O)CC(c1ccccc1)c1ccccc1	1	8	0.99	1.1	16	-14	3	1	-12
CC(C)(C)OC(=O)N1CCN(C(=O)c2[nH]cnc2C(=O)N[C@@H](Cc2ccccc2)C(=O)OCc2ccccc2)CC1	23	1	0.87	1.3	8	-33	-2	13	2
COc1ccc(C(=O)NC(=S)Nc2ccc(N3CCOCC3)cc2)cc1Cl	24	2	0.92	0.85	21	15	5	8	17
Cc1cc(Br)ccc1NC(=O)CN1C(=O)C2C3CC(c4ccccc4)C(C3)C2C1=O (centres undefined)	19	-7	0.95	1.2	9	-16	41*	5	56*
O=C1CN(S(=O)(=O)c2ccc(Cl)cc2)c2ccccc2N1	-17	1	1.1	0.91	1	9	7	-9	-8
CCN(CC)C(=O)c1cccc(NC(=O)c2ccc3c(=O)n4c(nc3c2)CCC4)c1	9	3	0.96	1	17	-2	3	4	10
CC(c1ccccc1)C1NC(C(=O)O)CS1 (centres undefined)	-13	-6	0.92	0.92	-4	8	-4	8	1
COc1ccccc1NS(=O)(=O)c1cccc(C(=O)NCC(c2ccco2)N(C)C)c1 (centres undefined)	15	-3	0.99	0.86	11	14	5	0	-1
O=C(NCc1ccc2c(c1)OCO2)C1CC(=O)N(C2CCCCCC2)C1 (centres undefined)	-17	-4	1	1.2	16	-16	-1	-2	0
CCNc1nc(NC(C)C)nc(N2CC(=O)N(CC(=O)OCC)C2=N)n1	-11	-10	1	0.97	-3	3	13	-2	13
CCC1CN(C(=O)N2CCC(C(=O)NCc3ccc(C)o3)CC2)c2ccccc2O1 (centres undefined)	-1	-2	0.96	1.1	2	-15	20	4	8
COc1ccc(C(=O)N2CCN(c3ccc(C(C)=O)cc3F)CC2)cc1S(=O)(=O)NC1CC1	12	-9	1.1	1	4	-2	-7	-7	9
C=CCN1C(=O)C(O)(CC(=O)c2ccco2)c2cc(Br)ccc21 (centres undefined)	7	2	1	0.97	19	3	5	-4	-1
CC1Cc2ccccc2N1S(=O)(=O)c1cccc(C(=O)NCCCO)c1 (centres undefined)	-6	-7	1	0.97	0	3	6	-4	-12
CCN(CC)c1ccc(/C=N/NC(=O)c2cnccn2)cc1	-1	3	0.89	0.87	17	13	6	11	20

2 compounds from above, reduced to TIM10 inh and NLRP3 yeast inh:
structure,TIM10 inh,NLRP3 yeast inh
O=C(NCc1ccc2c(c1)OCO2)C1CC(=O)N(C2CCCCCC2)C1 (centres undefined),0,16
CC(c1ccccc1)C1NC(C(=O)O)CS1 (centres undefined),1,-4

Screening results (PubChem)
